FUS suppressor: rescues growth of FUS-expressing yeast; S. cerevisiae FUS-expressing, growth rescue, OD600, 24 h; Potency, µM (series often up to 76.6 µM), without a hit: at the highest dose growth rescue (activation), hits mostly activators; actives 0.24% (n = 390,000);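 also: plate controls were DMSO vehicle for no effect and reference control for full effect; nearly all actives have a fitted effect of over 55% in size; some results filed as inactive show a strong effect at the top dose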
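Yeast FUS proteinopathy model; galactose-induced FUS (2%), starting OD 0.005. Cpds in dilution series, 24hr, 30C, 99% humidity. Abs 600 nm growth. Pos ctrl CP55940 (top 92uM final); neg ctrl DMSO.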
TDP43 rescue: rescues yeast growth from TDP-43 toxicity; TDP-43 expressing yeast growth rescue, BacTiter-Glo, 24 h; actives 1.8% (n = 410,000); Potency, µM (titrated, usually from 46.1 µM), for inactives: at the highest dose growth rescue (activation), most hits filed as activators; also: % of control where 0% means no effect; nearly all actives have a fitted effect of over 50% in size
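Galactose-induced TDP-43 yeast, OD600=0.02, compound pinned; 24 hr, 30 deg C; BacTiter-Glo luminescence for growth. Inhibitors of TDP-43 toxicity read as activators.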
aSyn rescue: inhibitors of alpha-synuclein toxicity in yeast. Yeast expressing alpha-synuclein, growth rescue, BacTiter-Glo, 24 h. AID 652106. actives 0.14% (n = 370,000). Potency, µM (titrated, usually from 46.1 µM), for the others: at the top dose growth rescue (activation), usual class: activators; also: % of control where 0% means no effect; nearly all actives have a fitted effect of over 65% in size
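Screening used galactose-induced yeast with toxic alpha-synuclein levels, exposed to compound for 24 hr at 30 deg C. Cell growth, read with BacTiter-Glo luminescence, gave the measured signal.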
EPAC2 agonist: EPAC2 (human) agonism; Q8WZA2; AID 720711; EPAC2 activation, biochemical qHTS; response scale: 100% = 6.5 mM cAMP response; Potency, µM (series often up to 154 µM), inactives show at the top dose activation, usual class: activators; actives 0.079% (n = 360,000); also: nearly all actives have a fitted effect of over 50% in size
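Fluorescence exchange assay: 100 nM EPAC2 with 250 nM RAP1B-BODIPY-GDP and 50 uM GDP; compounds tested as a concentration-titration series (qHTS). Loss of Rap1-bound BODIPY-GDP fluorescence read at 480/540 nm; data normalized to 6.5 mM cAMP.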
PTHR1 agonist: activates the human parathyroid hormone receptor PTHR1. HEK293 GP2 PTHR1 cells, GloSensor cAMP luminescence, 1 h. Potency, µM (titrated, usually from 115 µM), without a hit: at the top dose activation, actives largely listed as activators. actives 0.075% (n = 410,000). AID 743266; also: nearly all actives have a fitted effect of over 55% in size; some results filed as inactive show a strong effect at the top dose; inactives centre near -15; many of its hits are not listed in these tables
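HEK-293-derived GP2 cells expressing PTHR1 and a GloSensor cAMP reporter, 3,000/well, plated overnight, given luciferin plus IBMX (each 0.5 mM as added) for 1 h at 37 °C, then compound for 1 h at 37 °C. Luminescence was read after 15 min at room temperature.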
EPAC1 antag: antagonists of human EPAC1 | O95398 | EPAC1 GEF assay, Rap1b-BODIPY-GDP exchange fluorescence | Potency, µM (titrated, usually from 115 µM), for the others: top-dose activity change, negative = inhibition, hits mostly inhibitors | actives 0.14% (n = 360,000);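 also: plate controls were vehicle for no effect and positive control for full effect; nearly all actives have a fitted effect of over 50% in size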
Target sequence (O95398 whole entry, looked up): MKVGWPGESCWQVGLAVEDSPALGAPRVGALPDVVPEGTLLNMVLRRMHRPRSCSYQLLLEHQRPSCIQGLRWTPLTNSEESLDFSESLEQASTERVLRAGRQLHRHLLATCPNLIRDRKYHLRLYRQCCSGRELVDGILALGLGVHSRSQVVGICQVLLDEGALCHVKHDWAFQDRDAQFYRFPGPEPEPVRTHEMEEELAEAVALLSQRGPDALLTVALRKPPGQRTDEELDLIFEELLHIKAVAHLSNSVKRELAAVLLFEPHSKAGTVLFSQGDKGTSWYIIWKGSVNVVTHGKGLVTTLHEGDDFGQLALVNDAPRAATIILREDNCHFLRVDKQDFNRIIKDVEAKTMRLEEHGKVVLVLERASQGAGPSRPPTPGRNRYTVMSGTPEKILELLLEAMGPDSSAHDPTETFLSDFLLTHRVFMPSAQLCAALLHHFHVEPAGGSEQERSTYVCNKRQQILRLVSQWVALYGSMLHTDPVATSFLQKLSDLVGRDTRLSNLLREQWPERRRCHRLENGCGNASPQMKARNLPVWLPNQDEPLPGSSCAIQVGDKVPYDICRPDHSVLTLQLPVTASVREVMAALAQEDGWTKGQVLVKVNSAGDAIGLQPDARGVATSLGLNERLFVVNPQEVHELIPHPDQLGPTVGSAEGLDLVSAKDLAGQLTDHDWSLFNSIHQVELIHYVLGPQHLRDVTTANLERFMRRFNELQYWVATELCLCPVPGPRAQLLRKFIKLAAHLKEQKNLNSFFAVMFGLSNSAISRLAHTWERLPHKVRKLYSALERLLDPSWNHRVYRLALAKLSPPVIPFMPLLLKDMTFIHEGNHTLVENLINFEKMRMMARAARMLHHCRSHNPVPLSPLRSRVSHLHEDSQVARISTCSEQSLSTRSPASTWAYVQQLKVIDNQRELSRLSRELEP
EPAC1 agonist: EPAC1 (human) agonism. actives 0.073% (n = 360,000). AID 720707. EPAC1 agonist qHTS, biochemical assay; response scale: 100% = response to 6.5 mM cAMP. Potency, µM (doses to about 154 µM), for inactives: at the top dose activation, usual class: activators; also: nearly all actives have a fitted effect of over 60% in size
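EPAC1 100 nM, Rap1B–BODIPY-GDP 250 nM, unlabeled GDP 50 uM; compound titration; 5 min RT; kinetic read ex480/em540 at 5-min intervals ×30 min; data normalized to 6.5 mM cAMP agonist control.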
EPAC2 antag: antagonists of human EPAC2; Q8WZA2; Potency, µM (doses to about 114 µM), inactives show at the top dose activity, negative = inhibition, actives largely listed as inhibitors; actives 0.18% (n = 360,000); EPAC2 GEF exchange of Rap1B-BODIPY-GDP, fluorescence; also: % is scaled to controls: 0 for no effect and ±100 for the full control effect; nearly all actives have a fitted effect of over 45% in size; many of its hits are not listed in these tables
* = called active by the depositor; i = inactive; ? = inconclusive; / = not tested or not shown; & = joins results of further samples; [ ] = dose if it differs, or a comment. Calls follow the shape of the dose curve; as a rule, active = well fitted curve in the direction sought with a large enough effect; inconclusive = small, poorly fitted or top-dose-only effect, or another doubt; inactive = no such curve, though single readings can be large; an effect the other way counts as inactive or inconclusive. Potency is read from the fitted curve at half-maximal effect. Only part of the results is shown, so the mix of outcomes need not match the whole.

Start of the listing, in advance:
molecule | PTHR1 agonist | EPAC1 agonist | EPAC2 antag | EPAC1 antag | TDP43 rescue | EPAC2 agonist | aSyn rescue | FUS suppressor
O=C(CSc1ccc(F)cc1)Nc1cccc(S(=O)(=O)N2CCOCC2)c1 | -10% | 5% | -4% | -3% | -10% | 14% | -5% | 5%
O=C(CCCCCNC(=O)N1CCn2c1nc1ccccc12)N[C@H](Cc1ccccc1)C(=O)O | i | -23% | 3% | 8% | 10% | 4% | -3% | 3%

The listing, from the start:
molecule | PTHR1 agonist | EPAC1 agonist | EPAC2 antag | EPAC1 antag | TDP43 rescue | EPAC2 agonist | aSyn rescue | FUS suppressor
O=C(CSc1ccc(F)cc1)Nc1cccc(S(=O)(=O)N2CCOCC2)c1 | -10% | 5% | -4% | -3% | -10% | 14% | -5% | 5%
O=C(CCCCCNC(=O)N1CCn2c1nc1ccccc12)N[C@H](Cc1ccccc1)C(=O)O | i | -23% | 3% | 8% | 10% | 4% | -3% | 3%
CC(C)c1cc(CN2CCOCC2)cc(C(C)C)c1O | -20% | 0% | 15% | -5% | 1% | 2% | -1% | -29%
OC1(C(F)(F)F)CC(O)(C(F)(F)F)n2nc(-c3ccccc3)cc2N1 (stereo not drawn) | -27% | 5% | -1% | 0% | 10% | 8% | 13% | 34%
CCc1cc(=O)oc2cc3oc(C)c(C)c3cc12 | -15%[57.5 µM] | 7% | -6%[57.1 µM] | -1% | 3.5µM* | -4% | 4% | -9%
O=Cc1cn(CCOc2ccc(F)cc2)c2ccccc12 | -2% | 2% | -24% | -1% | ? | 2% | 22% | -17%
Cc1ccc(CNS(=O)(=O)c2ccc(-n3cccn3)cc2)cc1 | i | 5% | 6% | -3% | 2% | 0% | 3% | -43%
COC(=O)C1CC23C=CCN4CCC5(c6ccccc6NC15C2C)C43 (stereo not drawn) | i | -6% | 4% | -25% | -12% | -4% | 0% | ?
Cc1cc(OC(F)F)ccc1NC(=S)NC1CCCC1 | i | 8% | 5% | 13% | 23% | 8% | 4% | 19%
COc1ccc2cc(C(=O)C3CCCN(C(=O)c4cc(=O)n(C)c(=O)n4C)C3)ccc2c1 (stereo not drawn) | -6% | 5% | 2% | -18% | 0% | -1% | -2% | 9%
Cc1cccc(C(=O)NCCNC(=O)c2ccccn2)c1 | i | 4% | 6% | -7% | -8% | 10% | 2% | 8%
Cc1cc2ccccn2c1C(=O)c1cccc([N+](=O)[O-])c1 | -1% | 20% | ? | -2% | -13% | 24% | 0% | 28%
O=C(COC(=O)CNS(=O)(=O)c1ccccc1)Nc1ccc(Cl)cn1 | -3%[57.5 µM] | 4% | 2% | 0% | 10% | 3% | 1% | 6%
COc1cccc(CC2(CO)CCN(Cc3cnc(-c4cccc(C)c4)nc3)CC2)c1 | -28% | -1% | -3% | -9% | -6%[0.397 µM] | 5% | 4% | 19%
N#Cc1cn(-c2cccc(C(F)(F)F)c2)c(=O)[nH]c1=O | i | 1% | -8% | 16% | -21% | 3% | 2% | -1%
CC1(C)CC(=O)C2=C(C1)Nc1ccccc1NC2c1ccc(F)c(F)c1 (stereo not drawn) | -27% | 4% | 0% | 17% | 9% | 5% | -7% | -2%

Compound profiles, from the list above. Order of values: PTHR1 agonist	EPAC1 agonist	EPAC2 antag	EPAC1 antag	TDP43 rescue	EPAC2 agonist	aSyn rescue	FUS suppressor
N#Cc1cn(-c2cccc(C(F)(F)F)c2)c(=O)[nH]c1=O is listed with i	1%	-8%	16%	-21%	3%	2%	-1%
COc1ccc2cc(C(=O)C3CCCN(C(=O)c4cc(=O)n(C)c(=O)n4C)C3)ccc2c1 (stereo not drawn) is listed with -6%	5%	2%	-18%	0%	-1%	-2%	9%
Cc1cc(OC(F)F)ccc1NC(=S)NC1CCCC1 is listed with i	8%	5%	13%	23%	8%	4%	19%

Further entries follow:
molecule | PTHR1 agonist | EPAC1 agonist | EPAC2 antag | EPAC1 antag | TDP43 rescue | EPAC2 agonist | aSyn rescue | FUS suppressor
FC(F)(F)c1cc(Cl)c2nc(-c3ccccc3)cn2c1 | -51% | -10% | -1% | -1% | -16% | 8% | 0% | -10%
COc1ccccc1C(c1nnnn1C(C)(C)C)N1CCCCCC1 (stereo not drawn) | 27%[57.5 µM] | 2% | 3% | 5% | -12% | 4% | 12% | 20%
CCCn1c(SC(C)C(=O)NC2CCCC(C)C2C)n[nH]c1=O (stereo not drawn) | 3% | 5% | -2% | -1% | 5% | 3% | -3% | -28%
C[n+]1ccn(CC(=O)c2ccc(Cl)cc2)c1 | i | 0% | 8% | 18% | 5% | 13% | -1% | /
CCOC(=O)c1c(C)[nH]c(C)c1C(=O)COC(=O)c1ccc(Cl)c(S(N)(=O)=O)c1 | -33%[inhibitor] | -12% | 5% | 8% | ? | -9% | 3% | -15%
COc1ccc(CC(=O)Nc2nc3ccc(F)cc3s2)cc1S(=O)(=O)N1CCOCC1 | -19%[57.5 µM] | 12% | 0% | -7% | 1% | 11% | 9% | 37%
COc1ccc(-n2ccnc(SCC(=O)NC3CCCCC3)c2=O)cc1 | i | 1% | 5% | -4% | 15% | 4% | 0% | 18%
O=C(COC(=O)c1ccccc1Cl)NCc1cccs1 | -68%[inhibitor] | -11% | -17% | 12% | 11% | -5% | 0% | -45%
O=C(CCS(=O)(=O)Cc1ccccc1)Nc1nnc(C(F)(F)F)s1 | i | -3% | -4% | 4% | -14% | -7% | 5% | -5%
CN(C)CCNC(=O)c1cccc(-c2cnc3c(NC=O)cc(-c4ccc(S(C)(=O)=O)cc4)cn23)c1 | -6% | -18% | -2% | -10% | 19% | 7% | 3% | 1%
COc1ccc(NC(=S)N(CCCN2CCOCC2)C(C)c2cc3cccc(OC)c3o2)cc1 (stereo not drawn) | i | 10% | -9% | ? | -12% | 10% | 0% | 23%
COc1cccc(NC(=O)Cn2nnc(C(=O)Nc3cc(Cl)ccc3OC)c2N)c1 | -10% | -4% | 3% | -25% | 13% | 3% | 6% | 4%
Cc1onc(-c2ccccc2)c1C(=O)N1CCN(Cc2ccc3c(c2)OCO3)CC1 | -15% | -2% | 0%[57.1 µM] | -3% | -9% | 11% | -3% | -4%
COc1ccc(NC2CCCN(C(=O)c3cccnc3)C2)cc1 (stereo not drawn) | -7% | -9% | 7% | -11% | 3% | 12% | -5% | -16%
CCn1cc(C(=O)N(C)c2ccccc2F)c2cc(OC)c(OC)cc2c1=O | 10% | 4% | 8% | -26% | 1% | 9% | -1% | -16%
COc1ccccc1Cc1c(C(C)(C)C)nc2cc(C)c(Br)c(C)n12 | -21% | -4% | -6% | -3% | ? | 0% | -7% | 6%
Cc1ccc(C)c(NC2=CC(=O)CC(C)(C)C2)c1C#N | -7% | -1% | 18% | 16% | -20% | 2% | -4% | 23%
Cc1cc(C(=O)NC2CCCN(Cc3ccccc3F)C2)n[nH]1 (stereo not drawn) | -3% | -5% | -5% | 10% | 8% | 5% | 0% | -6%
CSc1c(C#N)c(N)nc2sc(C(=O)c3ccccc3)c(N)c12 | -12% | 6% | 1% | 0% | -3% | 12% | -1% | -2%
O=C(CSc1nc2ccc(Cl)cc2[nH]1)N1CCN(C(=O)c2ccco2)CC1 | -18% | -4% | 2% | ? | 18% | -9% | 6% | /
CCn1cc(C(=O)N[C@@H](CCSC)C(=O)NCCCn2ccnc2)c(=O)c2cc3c(cc21)OCO3 | -24% | -6% | -16% | -3% | -9% | -3% | 0% | -2%
CSc1nnc(C)c(=O)n1COC(=O)c1ccc(S(=O)(=O)N2CCOCC2)cc1 | -7% | 9% | -3% | -5% | -4% | -4% | 2% | 2%
COc1ccc(CNC(=O)CCCn2c(=S)[nH]c3cc4c(cc3c2=O)OCO4)cc1 | i | 7% | -4% | -5% | 15% | -1% | 0% | -2%
CCN1CCN(S(=O)(=O)c2cc(OC)ccc2OC)CC1 | i | 14% | 0% | 8% | 0% | 5% | -2% | 14%
CCOC(=O)N1CCN(c2c(NC3CCN(Cc4ccccc4)CC3)c(=O)c2=O)CC1 | -5% | -15% | -1% | -1% | -10% | 9% | -6% | -19%
Cc1cccc(-n2ncc3c2CCCC3NC(=O)CCCN2CCCCC2=O)c1C (stereo not drawn) | i | -5% | -7% | 0% | 6% | 7% | -1% | 25%
CNC(=O)c1nc(C)n(-c2cc(Cl)cc(Cl)c2)n1 | -14%[57.5 µM] | -1% | 7% | 11% | -2% | 3% | 0% | 15%
CCc1nnc(NC(=O)c2nc(Cl)ccc2Cl)s1 | -6% | 8% | 7% | -28% | 0% | 5% | -3% | 42%
COc1cccc(-n2c(=O)c3cc(OC)c(OC)cc3n(CC(=O)Nc3cc(C)[nH]n3)c2=O)c1 | -18% | -6% | 11% | 7% | -2% | 7% | 1% | /
O=[N+]([O-])c1ccc(Oc2cccnc2)nc1 | i | -2% | -14% | -6% | -6% | 5% | -9% | 10%
O=C(CNC(=O)c1ccccc1)NC1(C(=O)NC2CCCC2)CCCCC1 | -1% | 0% | 0% | -7% | -5% | 6% | / | -4%
COc1cc(-c2nnc3sc(-c4cccs4)nn23)cc(OC)c1OC | -8% | 5% | 1% | -8% | 0% | 3% | -2% | 5%
CNc1nnc(-c2cccc(N(C)C)c2)s1 | i | -1% | -2% | -13% | -10% | -11% | -4% | 14%
O=C(N/N=C/c1ccc(Cl)cc1)Nc1ccccc1 | ? | -10% | -4% | -16% | 2.8µM* | -1% | 12% | 30%
COc1cccc(CNC(=O)CCC2CCCN(C(=O)C3CCOCC3)C2)c1 (stereo not drawn) | i | 9% | 3% | 6% | -1% | -6% | 2% | 4%
CCOC(=O)c1nc(Nc2ccccc2C)c2ccccc2n1 | i | -1% | -3% | 8% | ? | 3% | 1% | 20%&-9%
CN1CCN(C(=O)Nc2ccc([N+](=O)[O-])cc2)CC1 | i | 3% | -2% | -15% | -19% | -2% | -10% | 1%
Cc1cc(C)cc(CC2CC(=O)N(c3ccc4c(c3)OCCO4)C2=O)c1 (stereo not drawn) | 11%[57.5 µM] | 15% | -1% | -1% | -9% | 16% | 6% | 27%
CCCCNc1nc(=S)[nH]c2cc(OC)c(OC)cc12 | i | 12% | -4% | 0% | 0% | -5% | 0% | 10%
CCOC(=O)C1(Cc2cccc(OC)c2)CCN(Cc2cccn2-c2nccs2)CC1 | -4% | 5% | -7% | -3% | -9%[9.22 µM] | 15% | 0% | 22%
